High-throughput results: PubChem, National Center for Advancing Translational Sciences (NCATS)
PTHR1 ag – PTHR1 (human) receptor agonism | Q03431 | HEK293 GP2 PTHR1 cells, GloSensor cAMP luminescence, 1 h | Potency, µM (highest dose often 115 µM), without a hit: at the highest dose activation, actives largely listed as activators | 0.075% of 410,000 active | AID 743266; also: potency is read from the fitted curve at half-maximal effect; nearly all actives have a fitted effect of over 55% in size; some results filed as inactive show a strong effect at the top dose; inactives centre near -15; many of its hits are not listed in these tables
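HEK-293-derived GP2 cells expressing PTHR1 and a GloSensor cAMP reporter, 3,000/well, plated overnight, given luciferin plus IBMX (each 0.5 mM as added) for 1 h at 37 °C, then compound for 1 h at 37 °C. Luminescence was read after 15 min at room temperature.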
PLK1 PBD inh – inhibitors of human PLK1 polo-box domain binding. Plk1 PBD binding of FITC phosphopeptide, fluorescence polarization. Potency, µM, without a hit: max response, negative = inhibition, most hits filed as inhibitors. 2.8% of 360,000 active. AID 720504; also: potency is read from the fitted curve at half-maximal effect; series mostly up to about 57 µM; % is scaled to controls: 0 for no effect and ±100 for the full control effect; nearly all actives have a fitted effect of over 65% in size
Target sequence (P53350 whole entry, looked up, the tested form may be a part): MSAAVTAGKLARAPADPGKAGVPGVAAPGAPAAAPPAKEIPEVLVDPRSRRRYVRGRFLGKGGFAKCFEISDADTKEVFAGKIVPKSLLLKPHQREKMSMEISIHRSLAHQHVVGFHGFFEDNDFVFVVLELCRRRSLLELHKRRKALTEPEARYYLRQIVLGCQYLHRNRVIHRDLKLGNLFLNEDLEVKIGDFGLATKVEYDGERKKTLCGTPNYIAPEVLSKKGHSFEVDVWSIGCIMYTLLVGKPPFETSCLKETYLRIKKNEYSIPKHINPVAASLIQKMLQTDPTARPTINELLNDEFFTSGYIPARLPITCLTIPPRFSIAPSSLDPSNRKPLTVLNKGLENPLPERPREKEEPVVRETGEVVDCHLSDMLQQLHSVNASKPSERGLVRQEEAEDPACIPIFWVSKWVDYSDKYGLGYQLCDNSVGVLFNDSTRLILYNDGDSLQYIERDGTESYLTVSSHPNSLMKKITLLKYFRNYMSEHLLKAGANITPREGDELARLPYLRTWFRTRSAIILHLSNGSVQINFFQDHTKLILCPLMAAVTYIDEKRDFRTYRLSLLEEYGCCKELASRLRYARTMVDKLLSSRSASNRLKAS
GLP-1R agonist – agonists of human GLP-1 receptor. P43220. HEK293 GLP-1R CRE-luciferase, luminescence, 4-6 h; cells express a hypersensitive GLP-1R form. Potency, µM (series often up to 45.6 µM), for inactives: at the highest dose activation, hits mostly activators. 0.007% of 380,000 active. AID 624172; also: potency is read from the fitted curve at half-maximal effect; % of control where 0% means no effect
EPAC1 agonist – agonists of human EPAC1; EPAC1 agonist qHTS, biochemical assay; response scale: 100% = response to 6.5 mM cAMP; O95398; 0.073% of 360,000 active; Potency, µM (series often up to 154 µM), inactives show at the highest dose activation, actives largely listed as activators; AID 720707; also: potency is read from the fitted curve at half-maximal effect; nearly all actives have a fitted effect of over 60% in size
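Multi-concentration qHTS readout: loss of Rap1B-bound BODIPY-GDP fluorescence driven by 100 nM EPAC1 with excess GDP (50 uM), monitored kinetically at room temperature; agonist response expressed relative to 6.5 mM cAMP.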
GLP1R inv ag – inverse agonists of human GLP-1 receptor; P43220; HEK293 GLP-1R CRE-luciferase, luminescence, 24 h; GLP-1R form is constitutively active; Potency, µM (highest dose often 38.3 µM), for the others: at the highest dose activity change, negative = inhibition, most hits filed as inhibitors; 1.6% of 410,000 active; also: potency is read from the fitted curve at half-maximal effect; % is scaled to controls: 0 for no effect and ±100 for the full control effect; nearly all actives have a fitted effect of over 55% in size
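Cells are plated, allowed 12 hours at 37 deg C, then treated with compounds for 24 hr before luciferase detection reagent is added and luminescence is read after 12 min at room temperature. The HEK293 line carries constitutively active GLP-1R with a cAMP-responsive reporter.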
HEK293 tox – cytotoxic in the GLP-1 receptor inverse agonist counter-screen. HEK293 cAMP-luciferase reporter cells, luminescence, 24 h. Potency, µM (highest dose often 38.3 µM), inactives show at the highest dose activity change, negative = inhibition, usual class: inhibitors. 0.13% of 410,000 active. AID 624418;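 also: loss of luciferase light is scored as toxicity; potency is read from the fitted curve at half-maximal effect; % is scaled to controls: 0 for no effect and ±100 for the full control effect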
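Luminescence readout: signal drop marks cytotoxicity. Plated cells grew 12 h at 37 °C, 5% CO2, received 23 nL compound for 24 h, then got luciferase reagent, read after 12 min at RT.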
EPAC1 antagonist – EPAC1 (human) antagonism. O95398. Potency, µM (series often up to 115 µM), for inactives: at the top dose activity change, negative = inhibition, most hits filed as inhibitors. 0.14% of 360,000 active. EPAC1 GEF assay, Rap1b-BODIPY-GDP exchange fluorescence;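 also: potency is read from the fitted curve at half-maximal effect; plate controls were vehicle for no effect and positive control for full effect; nearly all actives have a fitted effect of over 50% in size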
IL2 activator – IL-2 activation; activation, % (series mostly up to about 46 µM); IL-2 activation reporter assay, cell-based qHTS; stimulated with anti-CD3/CD4/CD28 beads; in transgenic mouse T cells; 0.065% of 360,000 active; in the data active = activation above about 50%; inconclusive = mostly about 30% to 49%; also: 0% is about no effect
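Readout is EGFP and DsRed signal by fluorescent plate cytometry after 18 h at 37 degrees C. Transgenic mouse T cells (750/well) received compound for 60 min before bead stimulation (anti-CD3, anti-CD4, anti-CD28); memory T cells served as non-tolerant control.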
PI5P4Ka inh – inhibitors of human PI5P4K alpha; 1.2% of 330,000 active; P48426; PI5P4Kalpha enzyme, ADP-Glo luminescence, 60 min; hits give low values; AID 652105; max response, %; active = max response of -50% or lower; inconclusive = between -30% and -50%; inactive = -30% or higher; also: value at the top dose of about 77 µM; % is scaled to controls: 0 for no effect and ±100 for the full control effect
Target sequence (P48426 whole entry, looked up): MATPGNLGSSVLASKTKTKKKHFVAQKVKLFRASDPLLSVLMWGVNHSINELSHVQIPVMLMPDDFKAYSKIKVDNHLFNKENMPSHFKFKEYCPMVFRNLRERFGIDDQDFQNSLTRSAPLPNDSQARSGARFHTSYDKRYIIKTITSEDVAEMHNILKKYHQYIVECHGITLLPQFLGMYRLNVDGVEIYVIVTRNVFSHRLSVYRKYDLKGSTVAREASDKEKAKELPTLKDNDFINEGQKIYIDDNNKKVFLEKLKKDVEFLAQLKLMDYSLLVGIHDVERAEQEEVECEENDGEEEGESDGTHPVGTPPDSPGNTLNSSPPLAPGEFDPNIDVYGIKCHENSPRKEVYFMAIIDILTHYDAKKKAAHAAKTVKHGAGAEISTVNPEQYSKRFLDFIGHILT
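ADP-Glo luminescence end-point after a 60 min room-temperature kinase reaction. PI5P4Kalpha and substrate in HEPES pH 7.4 buffer with EGTA, 0.1% CHAPS and 5% DMSO; ATP at 5 microM final.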
* marks the source's active call; other numbers are inactive results; i = inactive; ? = inconclusive; . = not tested or not shown; & = joins results of further samples; [ ] = another dose, or the depositor's remark. Unless noted, calls follow the shape of the dose curve; as a rule, active = well fitted curve in the direction sought with a large enough effect; inconclusive = small, poorly fitted or top-dose-only effect, or another doubt; inactive = no such curve, though single readings can be large; an effect the other way counts as inactive or inconclusive.

#	compound	EPAC1 antagonist	PI5P4Ka inh	HEK293 tox	GLP-1R agonist	EPAC1 agonist
1	O=C(NCN1C(=O)C2C3C=CC(C3)C2C1=O)Nc1ccccc1O (stereo not drawn)	-12%	0	7%	-1%	-10%
2	Oc1ccc[n+](/C=C\c2ccccc2)c1	7%	0	4%	-1%	-3%
3	O=S(=O)(NC(=NC1CCCCC1)c1ccccc1)c1ccc(F)cc1	6%	0	-6%	1%	-14%
4	ONC(=Nc1cccc(C(F)(F)F)c1)c1cccnc1	-6%	1	10%	-2%	0%
5	O=C(NCc1ccco1)c1noc2c1CCCC2	0%	.	-4%	-5%	0%
6	Cc1ccc(S(=O)(=O)c2c(CO)c(-c3ccccc3)nn2C)cc1	-5%	1	5%	17%	9%
7	O=C(CN1CCc2ccccc21)Nc1ccc2c(c1)OCCCO2	-1%	-2	-3%	-1%	1%
8	Cc1cc(F)ccc1S(=O)(=O)Nc1ncnc2scc(-c3ccc(F)cc3)c12	-12%	13	1%	0%	4%
9	c1ccc(Cn2nnnc2C(c2cccs2)N2CCCCCC2)cc1 (stereo not drawn)	-11%	.	0%	3%	27%
10	CCOC(=O)/C(C#N)=C/c1cc2ccccc2nc1Cl	-21%	.	5%	2%	0%
11	O=C(CSCc1ccccc1)Nc1ccc(S(=O)(=O)Nc2ncccn2)cc1	-11%	-5	-2%	3%	7%
12	CN(C(=O)CSc1nnc(-c2ccc(OC(F)F)cc2)n1N)C1CCS(=O)(=O)C1 (stereo not drawn)	-18%	5	3%	-3%	-3%

#	PTHR1 ag	GLP1R inv ag	PLK1 PBD inh	IL2 activator
1	-1%	-7%	-2%	-0.7
2	8%	24%	4%	-0.2
3	-1%	-20%	1%	-2.8
4	i	2%	-10%	0.4
5	i	-4%	-7%	-1.6
6	-31%[inhibitor]	-18%	-5%	0.7
7	-22%	?	5%	0.8
8	-41%	?	?	2.1
9	-16%	?	-1%	-2.4
10	-14%	0%	?	0.1
11	20%	-22%	?	4.1
12	i	-10%	-8%	-4.3

(more compounds)
#	compound	EPAC1 antagonist	PI5P4Ka inh	HEK293 tox	GLP-1R agonist	EPAC1 agonist
13	O=C(O)C(Cc1c[nH]c2ccccc12)N1CCS(=O)(=O)CC1 (stereo not drawn)	-18%	-7	0%	0%	-2%
14	O=C(C#Cc1ccccc1)c1ccco1	-20%	0	?	-3%	9%
15	O=C(CSc1nnc(NC(=O)c2c(F)cccc2F)s1)NCc1ccco1	3%	0	-3%	-5%	2%
16	NC(=O)NC(=O)CC1S/C(=N/N=C/c2ccccc2)NC1=O (stereo not drawn)	-14%	-5	-12%	-4%	1%
17	COCC(=O)Nc1ccccc1C#N	19%	-2	-9%	-4%	-5%
18	CCc1cccc(C)c1NC(=O)CCCN1C(=O)NC(C)(C)C1=O	21%	0	2%	11%	1%
19	CCCc1nc(N)c(C#N)c(N)c1C#N	-20%	0	51%[activator]	?	-3%
20	COc1c(Br)cc([N+](=O)[O-])c(OC)c1C(=O)NC(=O)Nc1nc(C)cc(C)n1	3%	3	-3%	22%	8%
21	Cc1cc(C)n(-c2cc(Oc3ccccc3)ncn2)n1	12%	9	-18%	5%	4%
22	Cc1cc(C(=O)NCC2CCCCC2)ccc1[N+](=O)[O-]	2%	2	4%	15%	-5%
23	O=C(COc1ccc(Cl)cc1Cl)N/N=C/C1CC=CCC1 (stereo not drawn)	-1%	-1	5%	-5%	-2%
24	COc1cccc(C2=NOC(C(=O)NCc3cccnc3)C2)c1 (stereo not drawn)	15%	2	0%	15%	6%

#	PTHR1 ag	GLP1R inv ag	PLK1 PBD inh	IL2 activator
13	i	8%	-3%	0.8
14	-40%	?	3.4µM*	-4.2
15	-8%	18%	-8%	-0.8
16	i	-1%	-11%	-0.4
17	-23%	12%	0%	-1.0
18	i	9%	-8%	-0.7
19	-19%[57.5 µM]	211%[activator]	-9%	-0.2
20	-71%[inhibitor]	22%	-1%	-1.9
21	-20%	-12%	1%	-3.3
22	-12%	-28%	0%	-0.6
23	i	16%	-12%	-2.7
24	i	-9%	-4%	-0.1

Next part.
#	compound	EPAC1 antagonist	PI5P4Ka inh	HEK293 tox	GLP-1R agonist	EPAC1 agonist
25	CCOCCCN1CN(Cc2ccccc2)CNC1=S	1%	1	?	-9%	6%
26	COc1cccc(C2OC(=O)c3ccccc3N2C(C)=O)c1OC(C)=O (stereo not drawn)	10%	1	17%	2%	6%
27	CC(C)CC1Nc2ncnc(N3CCN(c4ccccn4)CC3)c2N(Cc2ccc(Br)cc2)C1=O (stereo not drawn)	-5%&-9%	0&0	5%&7%	-5%&-5%	-16%&3%
28	Cc1cccc(NS(=O)(=O)c2coc(C(N)=O)c2)c1C	-6%	5	4%	-6%	-6%
29	NS(=O)(=O)c1ccc(CNC(=S)NC2CC2)cc1	-1%	-1	10%[7.66 µM]	3%	2%
30	O=C(Nc1ccc2nc(SCc3ccc(Cl)cc3)sc2c1)c1ccccc1C(=O)N1CCOCC1	-1%	-6	-20%	-22%	-9%
31	Cc1nn2c(NCc3ccccn3)cc(C(C)(C)C)nc2c1-c1ccccc1	-19%	5	-23%	-6%	7%
32	Cc1ccc(CSCc2ccc(C(=O)O)o2)cc1	7%	2	-1%	-4%	10%
33	Cc1ccccc1-c1nc(CN2CCC(C(=O)NC3CC3)CC2)c(C)o1	-28%	2	-14%	12%	7%
34	O=[N+]([O-])C1=C(Nc2cccc3ccccc23)CS(=O)(=O)C1	6%	.	-4%	-4%	1%
35	CC(NC(=O)COC(=O)c1cccs1)c1ccccc1 (stereo not drawn)	-9%	5	0%	1%	-1%
36	O=S(=O)(c1ccc(S(=O)(=O)N2CCOCC2)cc1)N1CCCC1	-4%	-2	20%[7.66 µM]	3%	6%

#	PTHR1 ag	GLP1R inv ag	PLK1 PBD inh	IL2 activator
25	-6%	-21%	-9%	-4.4
26	i	5%	-3%	0.5
27	-13%&-59%	?	1%&-3%	-0.3&-0.1
28	i	-3%	-3%	-1.4
29	i	12%[7.66 µM]	?	4.2
30	-21%[57.5 µM]	?	-2%	-0.5
31	-12%	-21%	-8%	-0.3
32	i	-15%	-11%	2.1
33	i	-24%	-1%	-0.3
34	-5%	?	-12%	-2.5
35	-19%	22%	-4%	4.1
36	i	9%[7.66 µM]	-3%	-0.4

Reprinted at random: 5 compounds from above.
#	compound	EPAC1 antagonist	PI5P4Ka inh	HEK293 tox	GLP-1R agonist	EPAC1 agonist
27	CC(C)CC1Nc2ncnc(N3CCN(c4ccccn4)CC3)c2N(Cc2ccc(Br)cc2)C1=O (stereo not drawn)	-5%&-9%	0&0	5%&7%	-5%&-5%	-16%&3%
33	Cc1ccccc1-c1nc(CN2CCC(C(=O)NC3CC3)CC2)c(C)o1	-28%	2	-14%	12%	7%
23	O=C(COc1ccc(Cl)cc1Cl)N/N=C/C1CC=CCC1 (stereo not drawn)	-1%	-1	5%	-5%	-2%
8	Cc1cc(F)ccc1S(=O)(=O)Nc1ncnc2scc(-c3ccc(F)cc3)c12	-12%	13	1%	0%	4%
31	Cc1nn2c(NCc3ccccn3)cc(C(C)(C)C)nc2c1-c1ccccc1	-19%	5	-23%	-6%	7%

#	PTHR1 ag	GLP1R inv ag	PLK1 PBD inh	IL2 activator
27	-13%&-59%	?	1%&-3%	-0.3&-0.1
33	i	-24%	-1%	-0.3
23	i	16%	-12%	-2.7
8	-41%	?	?	2.1
31	-12%	-21%	-8%	-0.3

Other structures follow.
#	compound	EPAC1 antagonist	PI5P4Ka inh	HEK293 tox	GLP-1R agonist	EPAC1 agonist
37	Cc1ccc(OCCC(=O)NNC(=O)c2nn(C)c(=O)c3ccccc23)cc1	3%	-1	-13%	-34%	5%
38	CC(=O)N1N=C(c2ccco2)CC1c1ccc(C)cc1 (stereo not drawn)	17%	-7	6%[1.53 µM]	-4%	-5%
39	CCn1c(SCC(=O)Nc2ccccc2F)nnc1-c1cnccn1	17%	-4	-6%	3%	1%
40	O=C(NNC(=O)C12CC3CC(CC(C3)C1)C2)c1ccco1	-4%	0	7%	12%	0%
41	CCCCNc1nc2ccccc2[nH]1	5%	-3	-11%	0%	4%
42	COc1ccc(C)cc1NC(=O)c1cc2c(s1)CCC2	-25%	11	16%	19%	10%
43	COc1ccc(CCNC(=O)CCCCn2c(=O)[nH]c3ccccc3c2=O)cc1OC	-1%	1	-12%	-1%	5%
44	COc1ccc(C(O)c2ncc(-c3ccccc3Cl)[nH]2)cc1 (stereo not drawn)	8%	0	4%	4%	-2%
45	CCN1CC2=C(OC(N)=C(C#N)C2c2ccccc2)/C(=C\c2ccccc2)C1 (stereo not drawn)	-3%	-11	-3%	-15%	11%
46	CCN(CC)S(=O)(=O)c1cccc(NC(=O)/C=C/c2ccc([N+](=O)[O-])cc2)c1	10%	-12	-5%	-3%	6%
47	Cc1cc(Oc2cc(N)cc([N+](=O)[O-])c2)ccc1Cl	4%	1	-3%	5%	8%

#	PTHR1 ag	GLP1R inv ag	PLK1 PBD inh	IL2 activator
37	i	-28%	6%	3.9
38	-7%	1%	6%	0.6
39	i	10%	-14%	0.6
40	-13%	3%	-9%	-0.1
41	-22%[57.5 µM]	12%	-7%	1.6
42	-3%	?	-6%	0.1
43	-20%	-1%	-7%	-1.7
44	-26%	9%	1%	-0.2
45	-4%	?	-4%	0.2
46	-8%	11%	-13%	0.9
47	-10%	-28%	-24%	0.1

This is a subset. The share of hits here may be higher or lower than overall.
